# KB-3-1 cytotox: KB-3-1 parental cell cytotoxicity; KB-3-1 viability, CellTiter-Glo ATP luminescence, 72 h; Potency, µM (doses to about 46.1 µM), for inactives: top-dose activity change, negative = cytotoxic, hits mostly cytotoxic; hit rate 1.4% among 400,000; further: potency means the concentration at half of the fitted maximal effect; on the % scale 0 is the no-effect control and ±100 the full control effect; nearly all actives have a fitted effect of over 60% in size
#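 Cytotoxicity in the drug-sensitive parental line KB-3-1 was scored as loss of CellTiter-Glo luminescence following 72 h incubation with compound. Values come from curve fitting of normalized concentration-response data.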
# IL-1B inflam inh: blocks inflammasome-driven IL-1 beta release | THP-1 LPS/ATP IL-1B secretion, AlphaLISA, 16 h; active compounds read low | AID 743279 | hit rate 4.7% among 360,000 | activity change, % at 57.5 µM; in the data active means activity change below about -50%; inconclusive means mostly about -30% to -49%; further: on the % scale 0 is the no-effect control and ±100 the full control effect
#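 Secreted IL-1B measured by AlphaLISA bead assay after 16 h compound exposure of THP-1 cells; compounds (final up to 57.5 uM) added 1 h before LPS (250 ng/mL) and ATP (1.25 mM) stimulation; lower signal means less secretion.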
# HT1080-NT tox: kills 2HG-producing HT-1080-NT fibrosarcoma cells; HT-1080-NT fibrosarcoma viability, CellTiter-Glo ATP luminescence, 48 h; Potency, µM (highest dose often 46.1 µM), for the others: at the highest dose activity, negative = less viability, usual class: cytotoxic; hit rate 1.6% among 360,000; AID 686970;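 further: NT is the 2HG producing partner of a matched IDH1 knockdown line; potency means the concentration at half of the fitted maximal effect; 0% = DMSO-treated cells and -100% = media-only wells without cells; nearly all actives have a fitted effect of over 55% in size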
#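 Luminescent CellTiter-Glo readout after 48 hours of compound exposure at 37 degrees C defined viability of HT-1080-NT cells. Activity was normalized to DMSO wells and cell-free media wells; concentration-response curves were fitted and assigned curve classes.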
# HT1080 IDH1KD tx: toxicity to HT-1080 IDH1 knockdown cells (counter line); Potency, µM (doses to about 46.1 µM), for inactives: at the highest dose activity, negative = toxicity, actives largely listed as cytotoxic; AID 686971; HT-1080 IDH1 knockdown viability, ATP luminescence, 48 h; hit rate 2% among 360,000;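 further: potency means the concentration at half of the fitted maximal effect; 0% = DMSO wells and -100% = cell-free medium wells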
#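 Using the IDH1-knockdown HT-1080 line run in the same batch and compound series as the NT line, viability after 48 h at 37 °C was determined by CellTiter-Glo luminescence and expressed as % activity.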
# ATXN2 expr inh: reduces ATXN2 reporter expression in HEK-293 cells | Potency, µM (series often up to 57 µM), for inactives: at the highest dose activity change, negative = inhibition, most hits filed as inhibitors | hit rate 0.72% among 360,000 | HEK-293 ATXN2-luciferase reporter, luminescence, 24 h; further: potency means the concentration at half of the fitted maximal effect; on the % scale 0 is the no-effect control and ±100 the full control effect; nearly all actives have a fitted effect of over 55% in size
#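 ATXN2-luciferase reporter cells (luciferase flanked by upstream and downstream ATXN2 gene portions) were treated 24 h at 37 °C with compounds at up to 57 uM. SteadyGlo luminescence gave expression; GF-AFC fluorescence gave viability.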
# SW480 rerep: inducers of DNA re-replication in SW480 colon cancer cells; Potency, µM (series often up to 46.1 µM), for the others: at the top dose re-replication activation, usual class: activators; SW480 DNA re-replication, Hoechst DNA content imaging, 48 h; hit rate 1.8% among 340,000; further: potency means the concentration at half of the fitted maximal effect; % of control where 0% means no effect; nearly all actives have a fitted effect of over 55% in size
#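 Image-based read-out: total Hoechst fluorescence of nuclei (405 nm excitation, 500-530 nm emission), with hits raising the fraction of high-intensity nuclei. SW480 colon cells incubated 48 hr with compounds at 37 C.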
# MCF10A rerep: induces DNA re-replication in MCF 10a normal breast cells; AID 624296; Potency, µM (doses to about 46.1 µM), without a hit: at the highest dose activity, positive = re-replication, most hits filed as activators; hit rate 2.9% among 350,000; MCF 10A DNA re-replication, Hoechst nuclear intensity, 48 h; further: potency means the concentration at half of the fitted maximal effect; % of control where 0% means no effect; nearly all actives have a fitted effect of over 50% in size
# KB-V1 cytotox: kills drug-selected multidrug resistant KB-V1 cells; hit rate 3.4% among 400,000; KB-V1 MDR cells viability, CellTiter-Glo, 72 h; Potency, µM (top dose mostly 46.1 µM), inactives show at the top dose activity change, negative = cytotoxicity, usual class: cytotoxic; AID 1347076; further: potency means the concentration at half of the fitted maximal effect; on the % scale 0 is the no-effect control and ±100 the full control effect; nearly all actives have a fitted effect of over 60% in size
#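 Compound-treated KB-V1 multidrug-resistant cells, 72 h, 37 degrees C; viability by CellTiter-Glo. Fitted qHTS curves give the values.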
# WRN helicase inh: WRN helicase (human) inhibition; Q14191; WRN helicase unwinding, fluorescent forked duplex, kinetic; Potency, µM (highest dose often 114 µM), without a hit: top-dose activity change, negative = inhibition, actives largely listed as inhibitors; hit rate 0.46% among 360,000; further: potency means the concentration at half of the fitted maximal effect; on the % scale 0 is the no-effect control and ±100 the full control effect; nearly all actives have a fitted effect of over 55% in size
# Target sequence (Q14191 whole entry, looked up): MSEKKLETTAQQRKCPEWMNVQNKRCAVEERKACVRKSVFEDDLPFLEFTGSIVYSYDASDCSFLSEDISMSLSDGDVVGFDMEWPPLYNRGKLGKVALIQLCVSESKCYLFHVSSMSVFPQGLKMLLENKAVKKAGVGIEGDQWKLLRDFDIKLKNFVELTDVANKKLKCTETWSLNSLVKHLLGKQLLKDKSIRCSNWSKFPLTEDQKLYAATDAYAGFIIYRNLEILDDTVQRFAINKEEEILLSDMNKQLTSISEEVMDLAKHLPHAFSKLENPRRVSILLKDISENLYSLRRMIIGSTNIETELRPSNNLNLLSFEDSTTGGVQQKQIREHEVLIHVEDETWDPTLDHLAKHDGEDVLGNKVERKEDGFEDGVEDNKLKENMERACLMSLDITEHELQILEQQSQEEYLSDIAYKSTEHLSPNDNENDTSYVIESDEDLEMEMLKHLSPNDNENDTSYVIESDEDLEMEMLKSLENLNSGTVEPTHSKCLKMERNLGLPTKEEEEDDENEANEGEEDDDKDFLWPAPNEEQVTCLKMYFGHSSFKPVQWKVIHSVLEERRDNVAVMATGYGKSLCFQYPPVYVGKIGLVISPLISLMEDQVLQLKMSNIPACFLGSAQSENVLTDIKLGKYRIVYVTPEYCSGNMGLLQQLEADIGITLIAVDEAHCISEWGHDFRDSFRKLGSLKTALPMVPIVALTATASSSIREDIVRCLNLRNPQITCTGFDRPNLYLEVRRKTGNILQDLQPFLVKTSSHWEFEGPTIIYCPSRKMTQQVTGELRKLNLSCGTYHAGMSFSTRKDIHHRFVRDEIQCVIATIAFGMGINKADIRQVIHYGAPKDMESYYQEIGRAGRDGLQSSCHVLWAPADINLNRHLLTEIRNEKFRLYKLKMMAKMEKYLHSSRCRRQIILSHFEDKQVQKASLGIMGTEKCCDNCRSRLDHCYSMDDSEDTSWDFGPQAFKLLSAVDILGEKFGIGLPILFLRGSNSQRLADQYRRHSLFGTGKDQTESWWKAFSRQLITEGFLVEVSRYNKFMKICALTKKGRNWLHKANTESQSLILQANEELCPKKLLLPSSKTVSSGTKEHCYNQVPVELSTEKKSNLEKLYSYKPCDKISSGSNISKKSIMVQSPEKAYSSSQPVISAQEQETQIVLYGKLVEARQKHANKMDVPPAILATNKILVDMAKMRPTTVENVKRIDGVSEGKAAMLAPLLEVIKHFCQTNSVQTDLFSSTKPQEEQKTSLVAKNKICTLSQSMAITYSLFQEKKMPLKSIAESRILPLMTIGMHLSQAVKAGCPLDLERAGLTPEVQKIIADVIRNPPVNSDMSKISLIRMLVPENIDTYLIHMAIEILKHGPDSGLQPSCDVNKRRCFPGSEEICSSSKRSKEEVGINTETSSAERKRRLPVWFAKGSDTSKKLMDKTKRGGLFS
#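 Kinetic red-fluorescence monitoring (525/598 nm) tracks WRN helicase activity after 100 nM fluorophore-quencher forked duplex and 2 mM ATP are added to 20 nM enzyme pretreated 15 min at room temperature with compound.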
# Numbers without * were called inactive; u = inconclusive; x = no result given; & = joins results of further samples; [ ] = another dose, or the depositor's remark. Unless noted, the call rests on the fitted dose curve; in most records, active means well fitted curve in the direction sought with a large enough effect; inconclusive means small, poorly fitted or top-dose-only effect, or another doubt; inactive means no such curve, though single readings can be large; an effect the other way counts as inactive or inconclusive.
cpd | canonical_smiles | KB-3-1 cytotox | IL-1B inflam inh | HT1080-NT tox | HT1080 IDH1KD tx | ATXN2 expr inh | SW480 rerep | MCF10A rerep | KB-V1 cytotox | WRN helicase inh
1 | Cc1ccccc1CNC(=O)C1CCCN(c2nnc(C)c3c(C)n(-c4ccccc4)nc23)C1 (stereo unspecified) | 0% | u | u | u | 20µM* | u | u | 0% | -11%[57.1 µM]
2 | COc1ccc(-c2cc(C(=O)Nc3ccc(OC)c(OC)c3)[nH]n2)c(C)c1 | -1% | u | -23% | -13% | -21% | x | x | 0% | 5%
3 | CCc1c(Cl)nc(N)nc1Nc1ccccc1C | 0% | 7 | 13% | -12% | -22% | -12% | 0% | 5% | -2%
4 | CC(=O)NC(Cc1ccccc1)C(=O)Oc1ccc2ccccc2c1 (stereo unspecified) | -2% | -13 | -5% | -8% | 15% | 4% | 1% | 27% | 4%
5 | O=C(CSc1nnc(NC(=O)C2CC2)s1)Nc1ccc(F)cc1 | -7% | -5 | -5% | -4% | 0% | 10% | -1% | u | -3%
6 | CC1(C(=O)NS(=O)(=O)c2cccc(F)c2)CCN1C(=O)CCc1ccccc1 (stereo unspecified) | 0% | 12 | 28% | 5% | -4% | x | x | 3% | -2%
7 | O=C(OCC1CCNCC1)c1ccc(F)cc1 | -4% | 6 | 4% | 1% | x | -22% | 4% | -2% | 1%
8 | COc1cccc(OC)c1C(=O)Nc1ccc2c(c1)CCCN2S(=O)(=O)c1ccc(C)cc1 | -26%&-17% | -13 | 0% | 1% | 11%&1% | 1% | 2% | -24%&7% | -9%
9 | CC(CN1CCCCC1)OC(=O)COc1ccc(Br)cc1 (stereo unspecified) | -4% | u | -7% | -4% | -37% | -18% | -1% | 0% | -1%
10 | CC(=O)N1CC(C)Sc2ccc(S(=O)(=O)NC(C)c3ccccc3)cc21 (stereo unspecified) | 1% | 3 | -5% | -22% | -21% | 2% | 9% | -3% | 8%
11 | CC(=O)c1ccc(S(=O)(=O)N2CCN(C(=O)CSc3ccc(C)c(C)c3)CC2)cc1 | 1% | -1 | -14% | -8% | -7% | 0% | 2% | 0% | -7%
12 | Cc1ccc(-c2nnc(SCC(=O)Nc3ccccc3N3CCOCC3)o2)cc1 | 14% | -4 | 9% | 28% | -12% | -2% | 7% | 13µM* | 0%
13 | OC(CN1CCN(c2ccc(C(F)(F)F)cn2)CC1)c1ccccc1 (stereo unspecified) | -17% | -22 | -8% | -23% | x | 14% | 17% | -2% | 1%
14 | CC(=O)c1c(C)[nH]c(-c2ccccc2)c1C | -11% | -1 | -1% | -2% | 19% | -2% | 3% | -30% | -32%[57.1 µM]
15 | Cc1nn(-c2ccccn2)c2c1C(c1ccccc1Cl)C1=C(N2)c2ccccc2C1=O (stereo unspecified) | u | -14 | 5% | 13% | u | 2% | u | -30% | -8%
16 | Cc1nc2sc(C(=O)OC(C)C)c(N)c2c(C)c1C | 13% | 21 | 14% | 18% | 15% | 6% | u | -5% | -2%
17 | CC(C)(C)S(=O)N1Cc2cc(CO)cc(CCO)c2[C@@H]1CCO (stereo partly specified) | 0% | 16 | -1% | 7% | -1% | -37%[inhibitor] | u | 0% | -6%
18 | CNC(=O)CSc1nc2cccnc2n1-c1ccc(F)cc1 | u | 1 | 12% | -6% | -9% | -5% | -2% | 10% | -2%
19 | N#Cc1ccccc1C[C@H](N)C(=O)NC[C@H]1O[C@@H](n2cnc3c(N)ncnc32)[C@H](O)[C@@H]1O | 0% | 22 | 7% | 7% | 12% | x | x | 4% | 2%
20 | Cc1nc(C(=O)NNC(=O)c2ccc(C(F)(F)F)cc2)cs1 | u | 55 | -24% | u | -29% | -2% | 1% | -23% | -24%
21 | CCN1C[C@@H]2[C@@H]3C(=O)N(C)C(=O)[C@@H]3[C@](Cc3ccccc3)(C1=O)N2C(=O)c1ccc(Cl)c(Cl)c1 | 5% | -11 | 11% | 3% | 5% | 0% | -5% | 9% | 2%
22 | CN(C(=O)CSc1nc2ccccc2c(=O)n1-c1ccc(F)cc1)C1CCS(=O)(=O)C1 (stereo unspecified) | 12% | -10 | -2% | 0% | -7% | -24% | 0% | u | 5%
23 | Cc1ccc(C(=O)Cn2c(N3CCOCC3)nc3c2c(=O)n(C)c(=O)n3C)cc1 | 0% | 33 | 0% | 2%[9.24 µM] | -4% | 4% | -2% | 2% | -5%[57.1 µM]
24 | CCCCCCNC(=O)O[C@H]1Cn2c(=O)n(CCCCCC)c(=O)n2[C@@H]2CN(S(=O)(=O)c3ccc(C)cc3)C[C@]12O | u | u | u | u | u | x | x | u | -9%
25 | CCOC(=O)c1cc(-c2cc(OC)c(OC)c(OC)c2)nc2c1c(=O)[nH]c(=O)n2Cc1ccccc1 | -19% | -9 | -20% | -27% | 19%[11.3 µM] | -5% | 2% | -18% | 3%
26 | O=C(COC(=O)c1ccc([N+](=O)[O-])cc1)Nc1ccc(Cl)cn1 | 2% | 6 | 8% | 4% | 2% | -17% | -2% | u | -7%
27 | CCCOc1ccc(N2CC(C(=O)NCCc3ccc(OC)c(OC)c3)CC2=O)cc1 (stereo unspecified) | 8% | 24 | 2% | 2% | -19% | -4% | -2% | u | 2%
28 | Cn1c(=O)c2c([nH]c(OCc3ccc(Cl)cc3Cl)[n+]2Cc2ccc(F)cc2)n(C)c1=O | -13% | 2 | -3% | 1% | -23% | 18% | u | -14% | 2%
29 | O=c1c2cccnc2n(-c2ccccc2)n1Cc1ccc(Cl)cc1 | 14% | 66 | 16% | 16% | -11%[11.3 µM] | -11% | u | -13% | -3%
30 | c1cncc(CN2CCN(c3cc(-c4cnc5ccccc5c4)nc4ccnn34)CC2)c1 | 0% | -7 | 29% | 10% | 4% | x | x | 1% | -9%
31 | CCOC(=O)CCNC(=O)c1ccc2nc(C3CCCCC3)oc2c1 | -4% | 27 | 10% | 6% | 21% | -1% | -3% | -1% | 10%
32 | C=CCSc1nnc(NC(=O)CCN2C(=O)C3CC=CCC3C2=O)s1 (stereo unspecified) | 1% | 11 | -6%[9.24 µM] | -5% | 8% | -54%[inhibitor] | -3% | -8% | 1%
33 | CCCc1nc2nc(C)c(NS(=O)(=O)c3ccc(C4CCCCC4)cc3)c(=O)n2[nH]1 | 1% | 18 | 0% | -1% | -1% | 1% | 21% | 11% | -6%[57.1 µM]
34 | O=C(Nc1cnn(Cc2ccc(Cl)cc2Cl)c1)c1cc(-c2cccs2)on1 | -1% | 0 | -1% | -28% | u | -7% | -11% | u | -4%
35 | Cc1nc2c([nH]c3ccccc32)c(=O)n1N | 11% | 31 | 0% | 2% | 27% | -55%[inhibitor] | 11% | 9% | 1%
36 | O=C(N/N=C/c1cccs1)C(=O)N1CCCC1 | -1% | 2 | 0% | 4% | -4% | -9% | -8% | 10% | 2%
37 | Cc1ccc(C(=O)NC(=S)N2CCN(c3cc(C)ccc3C)CC2)cc1 | -6% | -5 | -10% | -16% | u | -6% | u | u | -21%
38 | O=C1NCCCC1C(=O)Nc1ccccn1 (stereo unspecified) | 2% | 9 | 13% | 14% | -1% | -4% | 4% | 2% | 6%
39 | CCc1ccccc1NC(=O)NCc1ccccn1 | 3% | -4 | 7% | 3% | 4% | -3% | -14% | -1% | -2%
40 | O=C(c1ccc2c(=O)n(Cc3ccco3)c(=S)[nH]c2c1)N1CCN(c2ccccc2)CC1 | 0% | 29 | -19% | -6% | -9% | 11% | 24% | -14% | 6%[57.1 µM]
41 | CC1(C(=O)O)CCCN(C(=O)c2ccc(F)cc2Cl)C1 (stereo unspecified) | 0% | 11 | -1% | 9% | 6% | x | x | 4% | -4%

# Shown with two lines to a compound: 3 of the compounds above.
# Sequence of screens: KB-3-1 cytotox, IL-1B inflam inh, HT1080-NT tox, HT1080 IDH1KD tx, ATXN2 expr inh, SW480 rerep, MCF10A rerep, KB-V1 cytotox, WRN helicase inh
[6] CC1(C(=O)NS(=O)(=O)c2cccc(F)c2)CCN1C(=O)CCc1ccccc1 (stereo unspecified)
→ 0%, 12, 28%, 5%, -4%, x, x, 3%, -2%
[34] O=C(Nc1cnn(Cc2ccc(Cl)cc2Cl)c1)c1cc(-c2cccs2)on1
→ -1%, 0, -1%, -28%, u, -7%, -11%, u, -4%
[16] Cc1nc2sc(C(=O)OC(C)C)c(N)c2c(C)c1C
→ 13%, 21, 14%, 18%, 15%, 6%, u, -5%, -2%

# Sorted by count of non-hydrogen atoms (descending): five of the compounds above
cpd | canonical_smiles | KB-3-1 cytotox | IL-1B inflam inh | HT1080-NT tox | HT1080 IDH1KD tx | ATXN2 expr inh | SW480 rerep | MCF10A rerep | KB-V1 cytotox | WRN helicase inh
15 | Cc1nn(-c2ccccn2)c2c1C(c1ccccc1Cl)C1=C(N2)c2ccccc2C1=O (stereo unspecified) | u | -14 | 5% | 13% | u | 2% | u | -30% | -8%
37 | Cc1ccc(C(=O)NC(=S)N2CCN(c3cc(C)ccc3C)CC2)cc1 | -6% | -5 | -10% | -16% | u | -6% | u | u | -21%
29 | O=c1c2cccnc2n(-c2ccccc2)n1Cc1ccc(Cl)cc1 | 14% | 66 | 16% | 16% | -11%[11.3 µM] | -11% | u | -13% | -3%
7 | O=C(OCC1CCNCC1)c1ccc(F)cc1 | -4% | 6 | 4% | 1% | x | -22% | 4% | -2% | 1%
14 | CC(=O)c1c(C)[nH]c(-c2ccccc2)c1C | -11% | -1 | -1% | -2% | 19% | -2% | 3% | -30% | -32%[57.1 µM]

# Random draw from the library, and some 12% of all compounds hit somewhere here.
